All columns: NCI-60 one-dose screen, growth in % after 48 h at 10 µM unless noted; 100 = growth as untreated, 0 = no growth, -100 = all killed.
HCC-2998 – HCC-2998 colon cancer; 79,000 compounds, 4.7% hits
KM12 – KM12 colon cancer cells; 82,000 compounds, 5% hits
HCT-116 – HCT-116 colon cancer; 82,000 compounds, 7.3% hits; AID 1794798
SW-620 – SW-620 colon cancer | 82,000 compounds, 5.2% hits | AID 1794795
HCT-15 – HCT-15 colon cancer | 82,000 compounds, 5.2% hits
SNB-19 – SNB-19 CNS cancer cells. 81,000 compounds, 2.5% hits
SF-295 – SF-295 CNS cancer cells; 79,000 compounds, 5.6% hits; AID 1794758
SF-539 – SF-539 CNS cancer | 81,000 compounds, 6.8% hits
SNB-75 – SNB-75 CNS cancer. 79,000 compounds, 5% hits
* = called active by the depositor; x = no result given; & = joins results of further samples. How the source made its calls: active means growth percent below 10; inactive means the rest.

SMILES	HCC-2998	KM12	HCT-116	SW-620	HCT-15	SNB-19	SF-295	SF-539	SNB-75
O=C1CCCN1C(O)CCN(Cc1ccccc1)Cc1ccc(Cl)cc1 (stereo not given)	108	105	97	100	125	104	94	114	101
NC(Cn1ccc(=O)c(O)c1)C(=O)O (stereo not given)	96	108	86	88	103	99	111	105	47
COC[C@]12CC[C@@H](C)[C@H](C)[C@H]1C1=CC[C@@H]3[C@@]4(C)CCCNC(C)(C)[C@@H]4CC[C@@]3(C)[C@]1(C)CC2	20	19	5.4*	-42*	8.1*	48	-74*	26	105
COc1ccc(-c2nc3c(ncc4ccc(-c5ccccc5OC)nc43)s2)cc1	110	88	98	114	92	98	97	98	105
C=C1C(=O)O[C@H]2[C@H]1CC/C(COC(=O)NCCc1ccc(OC)cc1)=C\CC[C@@]1(C)O[C@@H]21	71	57	-58*	-66*	-7.2*	46	80	27	79
O=C(c1ccccc1)c1ccco1	x	107	102	110	104	93	x	93	80
COc1cc(NC(=O)c2ccccc2)c(OC)cc1N	106	95	99	93	99	94	105	98	96
Cc1cccc(CSc2ncnc3nc[nH]c23)n1	107	120	97	111	95	x	109	97	89
CN(C)c1nc(NCCNS(=O)(=O)c2ccc(C(=O)/C=C/c3ccc(F)cc3)cc2)nc(Nc2ccc(F)cc2)n1	-96*	-94*	-87*	-95*	-92*	-75*	-78*	-100*	-16*
Cc1cc(C)cc(N2C(=O)C=CC2=O)c1	109&104	105&99	93&112	59&105	96&101	115&103	94&114	86&104	79&91
O=C(c1ccccc1O)N1CCOCC1	105	108	104	109	107	106	94	100	105
NC(=O)C(O)c1ccccc1 (stereo not given)	117	100	109	101	103	106	109	106	108
CNC(=O)Nc1ccc(S(N)(=O)=O)cc1	x	115	97	90	96	107	103	93	86
COc1cc2oc(-c3cccc(C(=O)Nc4ccc(C#N)cc4)c3)cc(=O)c2c(O)c1OC	83	39	55	78	75	44	37	82	84
CC(O)CNC1c2ccccc2CC1O (stereo not given)	98&98	103&107	111&101	101&98	91&98	107&103	94&108	97&102	96&80
C[N+](C)(C)CCC1CCCCC1	106	107	106	99	103	109	x	97	91
COC(=S)SCN(CSC(=S)OC)c1ccccc1Cl	108	108	100	99	94	102	87	92	95
CC(=O)[C@@]1(O)CCC2C3C[C@H](C)C4=CC(=O)C=CC4(C)[C@@]3(F)[C@@H](O)C[C@@]21C (stereo not given in full)	100	107	101	108	89	99	109	84	124
O=C1/C(=C/c2cc3cc4c(cc3nc2Cl)OCCO4)SC(=S)N1CCc1ccc(O)cc1	111	99	89	95	101	95	98	97	63
N#Cc1ccc(C(=O)CSc2nc3c(c(Nc4cccc(S(N)(=O)=O)c4)n2)CCCC3)cc1	114	103	97	108	98	100	102	97	104
CCCCNc1nc2ccccc2n2c1nc1ccccc12	110	104	97	104	98	97	103	101	91
CCOC(=O)CN1CCC(C2(c3cc4ccccc4[nH]3)OCCO2)CC1	103&112	109&105	93&110	98&103	93&115	99&114	104&99	99&113	80&109
Cc1cnc(NC(=O)C(Cc2ccccc2)NC(=O)c2ccccc2)s1 (stereo not given)	73	60	50	80	80	93	66	87	84
CSC1=NC=C(C#N)C2=NC(c3c(Cl)cccc3Cl)NN12 (stereo not given)	105	102	93	104	98	107	100	103	79
CCC(=O)C(CC)c1ccccc1OC (stereo not given)	112	110	104	98	105	97	94	108	72
CC(=O)c1ccc(NC(=O)CSc2nnc(-c3ccncc3)n2-c2ccccc2)cc1	108	96	97	99	104	98	106	105	97
O=C(O)/C=C\C(=O)Nc1ccc(O)cc1	108	105	95	109	103	112	98	96	96
CC(C)(CCN=C(N)Nc1cnc(C(F)(F)F)nc1)Oc1ccc(C(F)(F)F)cc1	89	76	75	91	80	101	89	86	70
C=CCNCCCN1C(=O)c2ccc3c4c(ccc(c24)C1=O)C(=O)N(CCCNCC=C)C3=O	-86*	-69*	-16*	-54*	-72*	-91*	-77*	-89*	-98*
CC12CCC(=O)N1CCc1[nH]cnc12 (stereo not given)	95	107	105	93	92	97	99	101	89
C[C@H]1[C@H](C)CC[C@]2(C(=O)O)CC[C@]3(C)C(=CC[C@@H]4[C@@]5(C)Cc6c([nH]c7ccccc67)C(C)(C)[C@@H]5CC[C@]43C)[C@H]12	89	52	57	86	67	96	64	92	86
CC(=O)OC[C@]1(C)CC[C@]2(C)CC[C@]3(C)C(=C2C1)C=C[C@@H]1[C@@]2(C)CCCNC(C)(C)[C@@H]2CC[C@]13C	112	108	84	113	99	103	98	96	107
CC(=O)Nc1c(C)cc(C)cc1C	104	103	102	106	102	x	94	103	89
N#C/C(=N/Nc1cccc2c1C(=O)c1ccccc1C2=O)c1nn[nH]n1	101	105	96	93	102	103	101	89	92
COc1cc2cc(Oc3ccc(NC(=O)c4ccc(Cl)c(Cl)c4)cc3)c(C)nc2cc1OC	98	66	40	89	64	73	23	78	68
CCOC(=O)C(C#N)(Cc1ccc2ccccc2n1)Cc1ccc2ccccc2n1	111	100	92	94	98	94	111	111	96
CC(C)c1ccc2c(c1)[C@@H](O)C[C@@H]1C(C)(C)C(=O)[C@@H](O)C[C@@]21C	114	100	107	105	108	104	104	98	101
C/C(=C\c1cccs1)[N+](=O)[O-]	99	102	89	105	106	102	93	94	92
CCn1c(-c2ccc(Br)cc2)cc(-c2cccn2C)c(C#N)c1=O	97	104	97	101	100	87	114	98	91
COc1cc2cc(NCc3ccc(F)cc3)nc(C)c2cc1OC	42	42	9.3*	22	51	44	41	-4.7*	101
CCCCCCCCCCCCOC(=O)CCl	101	107	104	105	99	93	68	103	104
Cc1ccc(C(=O)Nn2c(COc3ccccc3)nc3ccccc3c2=O)cc1	122	102	103	96	106	86	110	97	98
CCOC(=O)C(C(C)=O)C(c1ccc(N(C)C)cc1)c1ccc(N(C)C)cc1 (stereo not given)	106	103	96	98	106	94	104	101	92
O=C(Nc1cccnc1)c1cccs1	x	40	31	31	30	60	63	50	67
COc1ccc(/C=N/NC(=O)C(=O)N/N=C/c2ccc(OC)c(S(=O)(=O)O)c2)cc1S(=O)(=O)O	118	104	107	112	114	103	107	105	97
CCc1ccc(C(C)(C)C(CC(=O)O)C(=O)O)cc1 (stereo not given)	83	100	92	109	101	104	101	96	87
N#C/C(=C\c1cccc2ccccc12)C(=O)Nc1sc2c(c1C#N)CCCC2	110	97	103	100	93	93	87	96	89
O=C1CSC(c2ccc(Cl)cc2)N1CCc1cccs1 (stereo not given)	89	118	86	95	96	95	89	102	107
O=C(OCc1ccccc1OC1O[C@H](CO)[C@@H](O)[C@H](O)[C@H]1O)[C@@]1(O)C(=O)C2C=CC1C1C2C=CC(=O)[C@]1(O)C(=O)OCc1ccccc1O[C@@H]1O[C@@H](CO)[C@H](O)[C@@H](O)[C@@H]1O (stereo not given in full)	125	93	102	108	103	105	102	103	151
O=C(N/N=C/c1ccc(-c2ccc(O)cc2)o1)c1[nH]c2ccc(Br)cc2c1-c1ccccc1	-24*	2.2*	4.4*	x	2.6*	10	-69*	-59*	-2.7*
CCn1c(O)c(C=Nc2ccccc2)s/c1=N/Nc1ncc(CC(=O)Nc2ccccc2C)s1	75	85	96	101	98	99	102	113	99
Nc1ccc(N=Nc2ccc(O)c(C(=O)O)c2)cc1	109	104	101	104	101	x	107	102	86
COc1cc(C2CC(c3ccc(Cl)cc3)=NN2C=O)ccc1Oc1ccnc2cc(Cl)ccc12 (stereo not given)	73	76	49	84	86	73	66	66	7.2*
NC(=Nc1ccccc1)c1ccc2[nH]c3c(c2c1)CCCC3	99	78	95	89	93	85	92	96	104
COc1cccc(/C=C/C(=O)c2c(C)nc3ccccc3c2/C=C/c2ccccc2)c1OC	41	27	4.1*	13	5.8*	36	47	59	9.2*
O=Cc1cccn(-c2ccccc2C(=O)O)c1=S	110	101	105	111	97	100	103	97	x
O=C(Nc1ncnc2nc[nH]c12)NC1CCCCC1	122	94	101	102	104	108	108	105	93
C=C1C(=O)O[C@H]2[C@H]1CC/C(COC(=O)N[C@H]1C[C@H](O[C@H]3C[C@](O)(C(=O)CO)Cc4c(O)c5c(c(O)c43)C(=O)c3c(OC)cccc3C5=O)O[C@@H](C)[C@H]1O)=C\CC[C@@]1(C)O[C@@H]21	99	90	7.7*	1.4*	99	68	102	21	56
CN(C)c1cccc2c(S(=O)(=O)Nc3cccc(-c4csc(NC(=O)CNCCCN5CCOCC5)n4)c3)cccc12	101	101	89	93	85	96	104	78	94
COc1ccc(C2N=C(N)NC(Nc3nn[nH]n3)=N2)cc1OC (stereo not given)	103	104	108	107	102	99	96	100	100
(continued)
SMILES	HCC-2998	KM12	HCT-116	SW-620	HCT-15	SNB-19	SF-295	SF-539	SNB-75
Cc1cccc(C(=O)O)c1	x	109	111	102	92	103	108	104	98
COc1ccc(Cl)cc1NC(=O)c1cc2c([nH]1)-c1nc(NC(=O)C(C)(C)C)sc1CC2	97	83	12	63	49	44	84	-15*	50
CCOc1ccc(C(C)=O)cc1	96	109	103	104	101	101	x	105	99
CC1(C)Cc2c(C#N)c(N)c3c(c2CO1)C(=O)OC3=O	103	103	105	99	103	105	102	105	89
CCOC(=O)c1ccccc1OC(=O)NNc1ccccc1	40	55	71	46	46	91	49	11	79
O=C(NO)c1ccc(Cn2c(=O)n(-c3ccccc3)c(=O)c3ccccc32)cc1	54	-7.8*	-53*	0.1*	40	33	14	-8.9*	21
CC1CCC(=O)CC1C (stereo not given)	93	109	99	105	105	97	116	105	99
Cc1csc(/N=C(N)/N=C(\N)c2ccccc2F)n1	109	103	94	97	99	97	96	94	93
CN1CCN(CC(=O)Nc2nc(-c3cccc(NS(=O)(=O)c4cccc5c(N(C)C)cccc45)c3)cs2)CC1	54	71	88	63	43	73	62	76	74
COc1cc(C)cc2oc3oc(=N)c(-c4csc(-c5ccccc5)n4)cc3c(=O)c12	105	107	110	106	107	101	x	98	91
CC1(O)c2ccccc2N2C(=O)NC(=O)C23OC=CC13 (stereo not given)	107	99	84	106	102	105	109	106	94
Nc1ccc2c(O)cc(S(=O)(=O)O)cc2c1	107&89	103&120	94&94	95&94	105&104	104&92	100	96&87	100
C=CC(=O)Nc1cccc(-c2nc(SC)nc(Nc3ccc(OC)cc3)c2C#N)c1	107	98	87	99	76	91	99	96	63
CCC(NC1CCN(Cc2ccccc2)CC1)C(N)=O (stereo not given)	98	100	92	99	92	97	99	99	131
CC(C)C(NC=O)C(=O)O (stereo not given)	98	106	98	107	100	102	x	96	87
CCC(CC)C(=O)OC(C)COc1ccc(C(C)(C)C)cc1 (stereo not given)	101	102	91	106	109	103	106	109	95
CCOc1ccc(-n2c(CCc3ccccc3)nnc2SCC(=O)N2CCCC2)cc1	101	101	97	101	102	96	x	104	91
COc1cccc(-c2nc3sccn3c2-c2ccnc(NCCNC(=O)Nc3ccccc3)n2)c1	113	92	53	77	88	103	110	44	91
CC(C)(C)c1cc(C(C)(C)C)cc(S(=O)(=O)Nc2cccc(C(=O)NCCN)c2)c1	84	89	x	100	101	91	96	94	67
CCC(C)(C)c1ccc([N+](=O)[O-])cc1	101	109	106	99	118	106	112	111	x
Cc1cc([N+](=O)[O-])cc(C)c1OC(=O)Nc1c(Cl)cccc1Cl	115	103	101	120	107	99	103	91	106
COc1cc(-c2n/c(=C\c3c(O)[nH]c4cc(Cl)ccc34)cc3c2=Nc2ccccc2-3)cc(OC)c1OC	93	52	53	41	94	64	x	63	36
CC(=O)OC(OC(C)=O)c1ccccc1	99	106	108	112	99	104	110	93	106
Oc1c(Br)cc(Br)c2ccccc12	101	99	105	112	99	111	115	99	76
Cc1cccc(N=C(N)N)c1	93	93	85	93	102	96	110	81	74
Cc1nc(N)nc(Nc2ccc(CCO)cc2)c1Br	x	105	100	101	100	97	101	101	97
Clc1ccc(Sc2ccccc2)cc1	105	113	102	107	111	101	104	114	103

Not a retest: entries from further up.
SMILES	HCC-2998	KM12	HCT-116	SW-620	HCT-15	SNB-19	SF-295	SF-539	SNB-75
C=CC(=O)Nc1cccc(-c2nc(SC)nc(Nc3ccc(OC)cc3)c2C#N)c1	107	98	87	99	76	91	99	96	63
CCC(NC1CCN(Cc2ccccc2)CC1)C(N)=O (stereo not given)	98	100	92	99	92	97	99	99	131
CC(C)C(NC=O)C(=O)O (stereo not given)	98	106	98	107	100	102	x	96	87
CCC(CC)C(=O)OC(C)COc1ccc(C(C)(C)C)cc1 (stereo not given)	101	102	91	106	109	103	106	109	95
CCOc1ccc(-n2c(CCc3ccccc3)nnc2SCC(=O)N2CCCC2)cc1	101	101	97	101	102	96	x	104	91
COc1cccc(-c2nc3sccn3c2-c2ccnc(NCCNC(=O)Nc3ccccc3)n2)c1	113	92	53	77	88	103	110	44	91
CC(C)(C)c1cc(C(C)(C)C)cc(S(=O)(=O)Nc2cccc(C(=O)NCCN)c2)c1	84	89	x	100	101	91	96	94	67
CCC(C)(C)c1ccc([N+](=O)[O-])cc1	101	109	106	99	118	106	112	111	x
Cc1cc([N+](=O)[O-])cc(C)c1OC(=O)Nc1c(Cl)cccc1Cl	115	103	101	120	107	99	103	91	106
COc1cc(-c2n/c(=C\c3c(O)[nH]c4cc(Cl)ccc34)cc3c2=Nc2ccccc2-3)cc(OC)c1OC	93	52	53	41	94	64	x	63	36
CC(=O)OC(OC(C)=O)c1ccccc1	99	106	108	112	99	104	110	93	106
Oc1c(Br)cc(Br)c2ccccc12	101	99	105	112	99	111	115	99	76

Compounds were not picked by outcome; about 11% have a hit in one of these screens.
